# Growth percent in the NCI-60 one-dose screen (48 h, 10 µM unless noted): 100 = growth as untreated, 0 = no growth, -100 = all killed.
# RPMI-8226 – RPMI-8226 leukemia cells. 77,000 compounds, 7.5% hits. AID 1794781
# CCRF-CEM – CCRF-CEM leukemia; 77,000 compounds, 7% hits
# HOP-92 – HOP-92 NSCLC cells. 71,000 compounds, 6.3% hits
# M14 – M14 melanoma. 80,000 compounds, 6.2% hits
# EKVX – EKVX NSCLC. 71,000 compounds, 3% hits. AID 1794765
# A549/ATCC – A549/ATCC NSCLC; AID 1794740; 81,000 compounds, 3.7% hits
# HOP-62 – HOP-62 NSCLC | 80,000 compounds, 3.9% hits
# MDA-MB-435 – MDA-MB-435 melanoma | 82,000 compounds, 7.8% hits
# * = called active by the depositor; x = not tested or not shown; & = joins results of further samples; [ ] = another dose, or the depositor's remark. Rule for the calls: active = growth percent below 10; inactive = the rest.
entry	Structure	RPMI-8226	CCRF-CEM	HOP-92	M14
1	Cc1cc(C)cc(NC(=O)Nc2ccc3oc(=O)ccc3c2)c1	97	98	123	112
2	CC1(C)CC[C@]23CC[C@]4(C)[C@H](CC[C@@H]5[C@@]6(C)CCNCC(C)(C)[C@@H]6CC[C@]54C)[C@H]2[C@H]1OC3	30	71	99	93
3	COc1ccc(CNC(=O)c2cc3c(=O)n4ccccc4nc3n(CCc3ccccc3)c2=N)cc1	88	97	87	102
4	COc1ccc(C=Nc2ccccc2C(=O)O)cc1OC	101	102	96	99
5	Cc1cccc(S(=O)C(c2ccccc2)c2ccccc2)c1 (stereo not drawn)	94	114	87	89
6	NCCCc1nnc(CCC(=O)c2nc3ccccc3[nH]2)o1	101	91	x	109
7	C[N+](C)(C)CCC1CCCCC1	102	107	102	101
8	Nc1nc2ncc(CNc3ccc(C(=O)NC(CCC(=O)NC(CCC(=O)NC(CCC(=O)NC(CCC(=O)NC(CCC(=O)O)C(=O)O)C(=O)O)C(=O)O)C(=O)O)C(=O)O)cc3)nc2c(=O)[nH]1 (stereo not drawn)	112	102	95	107
9	Cc1ccc(-c2nc(Nc3ccccc3C(=O)O)c3ccccc3n2)cc1	17	13	-20*	13
10	Cc1nc(Nc2cccnc2)sc1C(=O)/C=C/c1ccc(Cl)cc1	-4.9*	1.7*	92	38
11	CC(C)C1=CC(=O)CCC1	103	98	101	100
12	O=C(O)CCCC(=O)c1cccs1	102	98	x	103

entry	EKVX	A549/ATCC	HOP-62	MDA-MB-435
1	97	100	108	102
2	109	79	97	86
3	x	104	110	106
4	102	88	95	100
5	104	85	117	111
6	117	106	112	105
7	x	99	117	101
8	96	104	100	111
9	13	30	28	23
10	x	27	16	5.0*
11	102	95	94	106
12	101	101	104	102

# (cont.)
entry	Structure	RPMI-8226	CCRF-CEM	HOP-92	M14
13	CCOC(=O)c1cc(/C(=N\O)c2cc(OC)c(OC)c(OC)c2)n2cc(C)cc(C)c12	18	9.4*	52	10
14	N#Cc1c(-c2ccc(Cl)cc2)nc(SCc2ccc([N+](=O)[O-])cc2)nc1N1CCOCC1	81	91	89	102
15	O=C(CS(=O)(=O)O)c1ccc(C(=O)CS(=O)(=O)O)cc1	109	108	95	98
16	Cc1ccc(S(=O)(=O)N(SSN(c2ccccc2)S(=O)(=O)c2ccc(C)cc2)c2ccccc2)cc1	106	x	104	94
17	Nc1ccc(CCCCc2ccccc2)c(Cl)c1	85	60	53	103
18	O=C1/C(=C/c2ccc(O)cc2)SC(=S)N1CCc1ccc(O)cc1	63	50	72	96
19	CCCc1nc2ccccn2c1Nc1ccc(C(=O)NO)cc1	76	74	103	90
20	O=C1c2cc3c(cc2-c2c1c1ccc(Cl)cc1c(=O)n2CCCNCCO)OCO3	-30*	-25*	-79*	-83*
21	N#C[Se]CCOC(=O)CCC(NC(=O)c1ccc(NCc2cnc3nc(N)[nH]c(=O)c3n2)cc1)C(=O)O (stereo not drawn)	94	96	121	90
22	Cc1c(Cl)ccc(O)c1[N+](=O)[O-]	104	94	97	102
23	CCNc1ncnc2c1cnn2C	91	91	81	97
24	COc1cc(-c2nc3occn3c2-c2ccnc(NCCCNS(=O)(=O)c3ccc(F)cc3)n2)ccc1F	100	105	113	105

entry	EKVX	A549/ATCC	HOP-62	MDA-MB-435
13	38	35	32	-23*
14	86	91	104	94
15	x	103	99	94
16	115	98	102	111
17	x	81	105	99
18	91	95	97	80
19	100	97	90	90
20	-65*	-82*	-81*	-85*
21	95	96	85	103
22	101	105	109	104
23	94	94	93	98
24	96	94	97	98

# Ordered by count of non-hydrogen atoms (high to low): some entries from above.
entry	Structure	RPMI-8226	CCRF-CEM	HOP-92	M14
8	Nc1nc2ncc(CNc3ccc(C(=O)NC(CCC(=O)NC(CCC(=O)NC(CCC(=O)NC(CCC(=O)NC(CCC(=O)O)C(=O)O)C(=O)O)C(=O)O)C(=O)O)C(=O)O)cc3)nc2c(=O)[nH]1 (stereo not drawn)	112	102	95	107
24	COc1cc(-c2nc3occn3c2-c2ccnc(NCCCNS(=O)(=O)c3ccc(F)cc3)n2)ccc1F	100	105	113	105
21	N#C[Se]CCOC(=O)CCC(NC(=O)c1ccc(NCc2cnc3nc(N)[nH]c(=O)c3n2)cc1)C(=O)O (stereo not drawn)	94	96	121	90
16	Cc1ccc(S(=O)(=O)N(SSN(c2ccccc2)S(=O)(=O)c2ccc(C)cc2)c2ccccc2)cc1	106	x	104	94
14	N#Cc1c(-c2ccc(Cl)cc2)nc(SCc2ccc([N+](=O)[O-])cc2)nc1N1CCOCC1	81	91	89	102
13	CCOC(=O)c1cc(/C(=N\O)c2cc(OC)c(OC)c(OC)c2)n2cc(C)cc(C)c12	18	9.4*	52	10
20	O=C1c2cc3c(cc2-c2c1c1ccc(Cl)cc1c(=O)n2CCCNCCO)OCO3	-30*	-25*	-79*	-83*
9	Cc1ccc(-c2nc(Nc3ccccc3C(=O)O)c3ccccc3n2)cc1	17	13	-20*	13
10	Cc1nc(Nc2cccnc2)sc1C(=O)/C=C/c1ccc(Cl)cc1	-4.9*	1.7*	92	38
19	CCCc1nc2ccccn2c1Nc1ccc(C(=O)NO)cc1	76	74	103	90
15	O=C(CS(=O)(=O)O)c1ccc(C(=O)CS(=O)(=O)O)cc1	109	108	95	98
17	Nc1ccc(CCCCc2ccccc2)c(Cl)c1	85	60	53	103
23	CCNc1ncnc2c1cnn2C	91	91	81	97
7	C[N+](C)(C)CCC1CCCCC1	102	107	102	101

entry	EKVX	A549/ATCC	HOP-62	MDA-MB-435
8	96	104	100	111
24	96	94	97	98
21	95	96	85	103
16	115	98	102	111
14	86	91	104	94
13	38	35	32	-23*
20	-65*	-82*	-81*	-85*
9	13	30	28	23
10	x	27	16	5.0*
19	100	97	90	90
15	x	103	99	94
17	x	81	105	99
23	94	94	93	98
7	x	99	117	101

entry	Structure	RPMI-8226	CCRF-CEM	HOP-92	M14
11	CC(C)C1=CC(=O)CCC1	103	98	101	100

entry	EKVX	A549/ATCC	HOP-62	MDA-MB-435
11	102	95	94	106

# Further results.
entry	Structure	RPMI-8226	CCRF-CEM	HOP-92	M14
25	O=c1c2c3c(sc2n2c(CN4CCN(c5ccccc5)CC4)nnc2n1Cc1ccccc1)CCCC3	96	106	105	102
26	COc1ccc(/C=C/C(=O)c2nnn(-c3ccc(F)cc3)c2C)cc1	68	99	99	104
27	CCN(CC)c1ccc(/C=N\NC(=O)/C=C/C=C/c2ccc3c(c2)OCO3)c(O)c1	54	22	48	36
28	O=C(NC1c2ccccc2Oc2ccccc21)OCCBr	98	x	x	102
29	CCOC(=O)c1c(C)oc2ncnc(N3CCN(C(=O)COc4ccc(SC)cc4)CC3)c12	82	91	79	98
30	CCCCC(CC)COC1CCS(=O)(=O)C1 (stereo not drawn)	112	115	105	99
31	O=[N+]([O-])c1ccccc1Sc1cccc(Sc2ccccc2[N+](=O)[O-])n1	81	98	66	89
32	c1ccc(Cn2cc3c(c2)-c2nc(Nc4ccccc4)ncc2CC3)cc1	88[100 µM]	2.8*[100 µM]	50[100 µM]	93[100 µM]
33	COc1ccc(-c2nn(-c3cccc(NC(=O)c4cc(C(F)(F)F)cc(C(F)(F)F)c4)c3)cc2-c2ccncc2)cc1Cl	48	64	x	64
34	C=C(C)CCC(=C)C	107	103	x	108
35	COc1ccc(/C=C/CO)cc1	102	104	99	101
36	Clc1ccc2nc(CBr)cnc2c1	102	x	x	98

entry	EKVX	A549/ATCC	HOP-62	MDA-MB-435
25	100	86	95	110
26	83	93	93	94
27	52	53	29	49
28	x	96	103	104
29	88	90	86	103
30	102	91	101	113
31	69	84	85	88
32	72[100 µM]	82[100 µM]	86[100 µM]	96[100 µM]
33	x	53	88	6.1*
34	117	104	109	106
35	101	86	92	109
36	x	106	100	108

# Next records
entry	Structure	RPMI-8226	CCRF-CEM	HOP-92	M14
37	Nc1ccc2c(Cl)cc(Cl)cc2c1	119	x	x	123
38	NS(=O)(=O)Oc1ccc2c(ccn2C(=O)C23CC4CC(CC(C4)C2)C3)c1	110	99	122	112
39	Cc1c(COc2cccc(-c3cnco3)c2)c(C)c(COc2cccc(-c3cnco3)c2)c(C)c1COc1cccc(-c2cnco2)c1	88	102	90	98
40	Clc1ccc(-c2nnc(Cn3c(Cc4cccc5ccccc45)nc4ccccc43)o2)cc1	93	95	85	100
41	O=C(O)CCC(=O)/C=C/c1ccc(O)c(O)c1	101	104	x	116
42	CC(=O)[C@@]1(O)CCC2C3C[C@H](C)C4=CC(=O)C=CC4(C)[C@@]3(F)[C@@H](O)C[C@@]21C (stereo partly drawn)	51	46	55	100
43	CN1C(=O)C(=Cc2ccc(OCC(=O)N3CCCCC3)cc2)C(=O)N(C)C1=O	111	104	101	109
44	COc1ccc(/C=C2\CC/C(=C\c3ccc(OC)c(O)c3Cl)C2=O)c(Cl)c1O	85	92	96	95
45	CCOC(=O)c1[nH]c(=S)n(Cc2ccccc2)c1C(=O)OCC	110	103	101	102
46	CCOC(=O)C1=C(C)N=C2Sc3ccccc3N2C1c1ccccn1 (stereo not drawn)	99	98	94	99
47	CCSC(=N)N=Nc1ccc(O)cc1	73	51	82	109
48	CC(=O)O[C@H]1[C@@H]2OC(=O)C(CSc3ccccc3)[C@@H]2C[C@H]2O[C@]2(C)CC/C=C(\C)CCC[C@@H]1C (stereo partly drawn)	52	52	-22*	52

entry	EKVX	A549/ATCC	HOP-62	MDA-MB-435
37	81	82	114	102
38	109	101	111	106
39	71	88	100	96
40	x	86	91	101
41	99	127	106	107
42	75	x	101	103
43	99	111	117	105
44	93	102	104	102
45	102	105	97	116
46	93	77	80	109
47	x	98	98	94
48	x	21	101	26

# (list continues)
entry	Structure	RPMI-8226	CCRF-CEM	HOP-92	M14
49	CN1C/C(=C\c2ccc(O)cc2O)c2[o+]c3cc(O)ccc3cc2C1	33	41	59	55
50	O=C1OC(c2ccc(-c3ccccc3)cc2)=C/C1=C/C=C/c1ccccc1	95	24	69	112
51	COc1ccc(-c2n[nH]c(=O)c3nc(NC(=S)Nc4ccc(Cl)cc4)sc23)cc1	78	93	133	98
52	COc1ccc(OC)c(C2=C(CN)C(O)N=C(Sc3cc(O)c(O)cc3C)N2)c1 (stereo not drawn)	110	103	110	94
53	C[n+]1cc2c3c(ccc2c2ccc4cc5c(cc4c21)OCO5)OCO3	x	12	-81*	-77*
54	O=C(NO)c1ccc(NC(=S)NC(=O)c2ccc(OCc3ccccc3)cc2)cc1	79	88	81	93
55	CCOC(=O)c1c(-c2ccccc2)csc1NC(=O)c1ccccc1	107	x	x	93
56	C[n+]1ccc(Nc2ccc(NC(=O)c3ccc(Nc4cc[n+](C)c5ccc(N)cc45)cc3N)cc2)cc1	89&72	93	135&133	104&57
57	COC(=O)CCC(C)C1CCC2C3CCC4CC5CCC4C3(CO5)C(=O)C(Br)C12C (stereo not drawn)	88	x	x	99
58	N#Cc1c(Oc2ccc(Cl)cc2)nc2sc3cc(Cl)ccc3n2c1=N	78	145	x	102
59	O=C(Nc1ccc(Cl)c([N+](=O)[O-])c1)Nc1ccc(Cl)c([N+](=O)[O-])c1	-20*	14	-34*	19
60	C=C1CC[C@@]2(C#N)[C@H]3[C@H](CC[C@@H]2C)[C@@H](C)C[C@@H](CC(C)(C)C#N)[C@H]13	40	22	-17*	21

entry	EKVX	A549/ATCC	HOP-62	MDA-MB-435
49	78	100	78	20
50	102	9.6*	97	106
51	83	87	104	92
52	102	94	93	110
53	-74*	-86*	-84*	-86*
54	79	108	105	103
55	x	x	96	94
56	84&70	98&90	101&42	92&78
57	x	95	x	103
58	81	101	92	101
59	18	26	30	13
60	33	43	42	36

# Further results follow:
entry	Structure	RPMI-8226	CCRF-CEM	HOP-92	M14
61	Oc1ccc2ccccc2c1/C=N/Nc1ccccc1	61	34	63	74
62	CN1CCN(C(=O)C23CCC(C)(C)C[C@H]2C2=CC[C@@H]4[C@@]5(C)C/C(=C/c6ccco6)C(=O)C(C)(C)[C@@H]5CC[C@@]4(C)[C@]2(C)CC3)CC1 (stereo partly drawn)	74	85	51	81
63	CC(=O)Nc1nc2c(s1)Nc1ccccc1NC2=O	101	100	95	110
64	CCN(CC)c1ccc(C(=C2C=CC(=[N+](CC)CC)C=C2)c2ccc(S(=O)(=O)O)cc2S(=O)(=O)[O-])cc1	82	85	88	105
65	COc1cccc(CNc2ncnc3sc(-c4ccc(NC(C)=O)cc4)cc23)c1	x	96	95	x
66	CC(=O)Cc1nn(Cc2ccccc2)[nH]c1=O	90	106	101	x
67	Cc1cc(C)c2c(N)c(C(=O)Nc3ccc(C(F)(F)F)cc3)sc2n1	78	98	54	93
68	O=C(Nc1ccccc1)N1CCN(C(=O)Nc2ccccc2)CC1	99	101	106	93
69	CCCCC1COc2cccc3c2N1C=C/C3=C\C(=O)N1CCCc2ccccc21 (stereo not drawn)	80	87	90	95
70	O=c1[nH]cnc2c1ncn2C1O[C@H](CO)[C@@H](O)[C@H]1O (stereo partly drawn)	99	97	93	115
71	CC(C)C1=C[C@@]23CC[C@@H]4[C@](C)(CCC[C@@]4(C)C(=O)OCC#CCN4CCOCC4)[C@H]2C[C@@H]1[C@H]1C(=O)CCC(=O)[C@H]13	96	103	106	94
72	CS(=O)(=O)c1ccc(C(=O)N2N=C(c3ccccc3)CC2c2ccc3c(c2)OCO3)cc1 (stereo not drawn)	96	105	x	96
73	c1ccc(CC(Cc2ccccc2)C2=NCCCN2)cc1	57	76	60	81

entry	EKVX	A549/ATCC	HOP-62	MDA-MB-435
61	75	79	76	105
62	82	76	91	83
63	x	102	103	100
64	100	65	97	105
65	102	92	94	108
66	103	105	101	106
67	67	81	70	95
68	100	95	96	108
69	91	98	96	99
70	107	99	x	108
71	84	91	92	97
72	93	80	83	113
73	65	76	76	17

# Source: PubChem BioAssay (NCI)

# Rows are unselected. Share with any hit: about 13%.
